Source: PubChem (several laboratories)
Kir21 block: inhibitors of mouse Kir2.1 inward-rectifier potassium channel | P35561 | B-score at 10 µM | 310,000 tested, 0.85% active | HEK293-Kir2.1, FluxOR thallium flux fluorescence; stronger effect = lower value;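 active = fluorescence ratio B-score at or below minus 3 SD of library scores, with starting-brightness B-score within 2 SD, cut at about -4.2 in these data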;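 note: channel flux triggered by added potassium and thallium sulfate stimulus; B-score of peak minus minimum fluorescence over baseline after thallium stimulus; more negative B-score means stronger Kir2.1 block with less thallium influx; some compounds called inactive have numbers as strong as hits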
Target sequence (P35561 whole entry, looked up): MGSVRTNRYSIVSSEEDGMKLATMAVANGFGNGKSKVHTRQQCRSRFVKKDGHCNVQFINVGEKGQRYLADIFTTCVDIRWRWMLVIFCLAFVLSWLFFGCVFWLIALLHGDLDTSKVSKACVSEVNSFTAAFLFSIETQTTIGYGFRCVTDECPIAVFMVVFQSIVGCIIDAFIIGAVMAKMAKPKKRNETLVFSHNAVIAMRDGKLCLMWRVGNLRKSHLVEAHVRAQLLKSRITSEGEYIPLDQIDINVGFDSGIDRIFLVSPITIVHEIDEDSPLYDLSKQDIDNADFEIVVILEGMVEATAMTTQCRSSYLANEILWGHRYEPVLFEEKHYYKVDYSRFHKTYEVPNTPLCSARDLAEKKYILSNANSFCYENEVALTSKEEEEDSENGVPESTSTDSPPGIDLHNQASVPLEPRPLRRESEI
STK33 inh: human STK33 kinase inhibition | 320,000 tested, 0.073% active | AID 2661 | purified STK33, MBP phosphorylation, ADP-Glo luminescence | inhibition, % at 10 µM;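 active = inhibition at or above 25%, using the most active replicate where run in duplicate; inactive = inhibition below 25%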
Target sequence (Q9BYT3 whole entry, looked up): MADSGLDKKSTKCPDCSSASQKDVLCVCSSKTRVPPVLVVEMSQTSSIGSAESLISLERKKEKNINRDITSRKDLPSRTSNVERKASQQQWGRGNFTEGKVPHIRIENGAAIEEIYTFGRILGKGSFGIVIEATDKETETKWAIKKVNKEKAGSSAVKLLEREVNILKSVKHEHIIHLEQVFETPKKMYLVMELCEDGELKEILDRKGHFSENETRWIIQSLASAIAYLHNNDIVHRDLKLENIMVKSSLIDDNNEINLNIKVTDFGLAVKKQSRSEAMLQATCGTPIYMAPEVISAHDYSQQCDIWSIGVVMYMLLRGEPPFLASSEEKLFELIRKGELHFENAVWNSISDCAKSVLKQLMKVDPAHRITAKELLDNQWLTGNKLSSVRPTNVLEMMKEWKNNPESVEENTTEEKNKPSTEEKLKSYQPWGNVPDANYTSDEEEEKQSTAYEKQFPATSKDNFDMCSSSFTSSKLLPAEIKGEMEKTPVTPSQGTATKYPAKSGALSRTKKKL
An asterisk follows results filed as active; nt = not tested or not shown.

SMILES	STK33 inh	Kir21 block
COc1ccccc1N1CCN(CCN2C(=O)CC3(CCCC3)CC2=O)CC1	-1.6	-1.8
O=C(CSc1nc2ccsc2c(=O)n1CC1CCC(C(=O)O)CC1)c1ccc(Cl)cc1 (stereo not given)	-1.1	0.02
COc1ccc(C(C(=O)NC2CCCCC2)N(Cc2cccnc2)C(=O)c2snc(C(N)=O)c2N)cc1 (stereo not given)	-0.6	-1.8
Cc1nn(CC(=O)NCc2ccccc2)c(C)c1[N+](=O)[O-]	-0.7	2
CCOC(=O)C1=C(c2ccccc2)N(C)C(=O)NC1c1ccc(O)c(OC)c1 (stereo not given)	-0.7	0.42
CCCCOc1ccc(-c2nc(=S)[nH][nH]2)cc1	0.6	-1.3
COc1ccc(C2C(C#N)=C(N)Oc3cc(O)ccc32)cc1Cl (stereo not given)	1.6	-2.9
O=S(=O)(Nc1ncnc2sc3c(c12)CCC3)c1ccc2ccccc2c1	-1.9	nt
CCc1ccc(Oc2nc([N+](=O)[O-])nn2C)cc1	-0.3	0.92
COc1ccc(CNc2cc(NCCCO)c([N+](=O)[O-])c3nonc23)cc1	-0.1	-0.4
CC(C)NC(=O)N(C)C[C@H]1Oc2ccc(NS(=O)(=O)c3cn(C)cn3)cc2C(=O)N([C@H](C)CO)C[C@@H]1C	-1.5	nt
CCn1c(=O)n(CC)c2cc(N3CCCC3)c(NC(=O)c3cc(Br)ccc3OC)cc21	5.8	1.6

3 compounds out of the list above, arranged by their value in STK33 inh, ascending.
compound	STK33 inh
COc1ccccc1N1CCN(CCN2C(=O)CC3(CCCC3)CC2=O)CC1	-1.6
Cc1nn(CC(=O)NCc2ccccc2)c(C)c1[N+](=O)[O-]	-0.7
COc1ccc(C2C(C#N)=C(N)Oc3cc(O)ccc32)cc1Cl (stereo not given)	1.6

(cont.)
SMILES	STK33 inh	Kir21 block
CS(=O)(=O)N1CCC(C(=O)c2cccc(Cl)c2)CC1	-0.2	0.01
CCOc1ccc(NC(=O)CSc2nnc(C)n2CCCOC)cc1	-0.9	2.3
Cc1cc(N2CCN(CC(O)C(F)(F)F)CC2)c2ccccc2n1 (stereo not given)	1.4	0.18
CCCCC(=O)N(Cc1ccc(-c2ccccc2-c2nn[nH]n2)cc1)[C@H](C(=O)O)C(C)C	-2.9	1.2
CCCCCn1c(SCCOCC)nc2c1c(=O)[nH]c(=O)n2C	-1.7	-0.77
COc1ccc(Br)cc1CNC(=O)C1CCC(=O)N1C(C)C (stereo not given)	0.3	0.06
O=C(c1nn2cccnc2c1Cl)N1CCN(c2ccccc2)CC1	1.9	nt
Cc1[nH]nc(N=CC2=C(O)CC(c3ccco3)CC2=O)c1-c1ccccc1 (stereo not given)	4.0	-0.8
C=CCN(c1ccccc1OC)S(=O)(=O)c1cccc(C(=O)OCC(=O)N2CC(C)OC(C)C2)c1 (stereo not given)	-1.6	nt
CC(=O)c1ccccc1-c1csc2ncnc(Sc3nnnn3C)c12	-0.7	nt
Cc1cc(NC(=O)c2cc3n(n2)C(C(F)(F)F)CC(c2ccco2)N3)no1 (stereo not given)	1.4	-1.9
CSc1ccccc1NC(=O)CN(C)Cc1c(O)ccc2ccccc12	-2.1	0.72
Nc1nc(COc2ccc(F)cc2)nc(N2CCCCC2)n1	1.7	-0.35
COc1ccc(CSc2nncn2N)cc1Br	0.8	-3
Cc1cc(C)cc(NC(=S)NC2CC3CCCC(C2)N3CC(C)C)c1 (stereo not given)	-0.1	0.91
S=C(NCCN1CCOCC1)Nc1ccccc1Cl	-1.1	0.66
COCCOC(=O)C1=C(C)NC(=O)NC1c1ccco1 (stereo not given)	-0.8	0.31
CN(C)CCN1C(=O)c2oc3ccc(F)cc3c(=O)c2C1c1ccncc1 (stereo not given)	-0.2	-0.38
Cc1ccc(C(=O)CC2(O)C(=O)N(CN3CCOCC3)c3ccccc32)cc1 (stereo not given)	0.0	-0.64
COc1ccccc1NS(=O)(=O)c1ccc(O)c(C(N)=O)c1	-1.1	-4.2*
O=C(NC(=S)NCC1CCCO1)c1ccc(Br)o1 (stereo not given)	-0.2	0.61
Cc1ccccc1N/C=C/C(=C(C#N)C#N)N(C)C	-0.9	1.2
CC(C)N(Cc1nccn1C)C(=O)c1cc(COc2cccc(C(F)(F)F)c2)on1	0.5	0.59
O=C(Cn1nc(-c2ccc(Cl)cc2)ccc1=O)NCCCN1CCN(Cc2ccccc2)CC1	0.5	-1.5
CCOC(=O)C1=C(C)N=c2s/c(=C/c3cccc([N+](=O)[O-])c3O)c(=O)n2C1c1ccc(OC)cc1OC (stereo not given)	4.6	0.45
c1ccc(-c2cc3cc4c(cc3cn2)OCO4)cc1	2.8	nt
CCc1ccc(CCC(=O)Nc2sc(C)c(C)c2C(=O)OC)o1	1.0	0.65
OCCN1CCN(CC#CCC(c2ccccc2)c2ccccc2)CC1	-0.9	-5.7*
COc1cccc(C(=O)N2CCN(Cc3ccco3)CC2)c1OC	-0.4	0.29
COc1cc2cc(CCOC(=O)c3ccc(F)cc3)oc(=O)c2cc1OC	-0.4	nt
Cc1cc(C(F)F)n2nc(C(=O)Nc3ccc(S(=O)(=O)N4CCCC4)cc3)nc2n1	-1.9	-1.7
C1CCC(n2nnnc2CN2CCN(C3CCCC3)CC2)CC1	nt	0
COc1ccc(C(=O)CSc2cc(C)nc(SCC(=O)c3ccc(C)cc3)n2)cc1	0.9	0.48
Cc1cc(C(=O)CCl)c(C)n1CCc1ccc(F)cc1	1.8	0.12
CC(=O)Nc1nonc1-c1nc2ccccc2n1Cc1ccccc1	-1.4	-0.8
COC(=O)c1ccccc1NC(=O)N1CCN(c2ccccc2)CC1	-2.6	0.18

Of the compounds above, 2 have a cyano group.
SMILES	STK33 inh	Kir21 block
COc1ccc(C2C(C#N)=C(N)Oc3cc(O)ccc32)cc1Cl (stereo not given)	1.6	-2.9
Cc1ccccc1N/C=C/C(=C(C#N)C#N)N(C)C	-0.9	1.2

Continued:
SMILES	STK33 inh	Kir21 block
COCC(=O)N(Cc1cc2ccccc2[nH]c1=O)c1ccccc1OC	0.5	-1.1
CCc1ccc[n+](-c2[nH]c(=O)sc2/C=N/N=C(\[O-])CCn2c3ccccc3c3ccccc32)c1	-0.8	-0.1
CC1CCc2c(sc(NC(=O)c3ccccc3C(=O)O)c2C#N)C1 (stereo not given)	1.0	2.7
CCCC[C@@H]1C=C(C(=O)O)[C@H](c2ccc(Cl)cc2)N1S(=O)(=O)c1ccc(C)cc1	-0.7	nt
CC(C)(C)n1nnnc1C(c1cccc(C#N)c1)N1CCN2CCCC2C1 (stereo not given)	0.3	-0.72
CCOc1ccc(NC(=O)Cc2ccc(NC3=NC4CS(=O)(=O)CC4S3)cc2)cc1 (stereo not given)	-0.4	-0.11
Cc1c(NS(=O)(=O)c2cc(Br)cc3c2N(C(=O)C2CC2)CC3)c(=O)n(-c2ccccc2)n1C	0.4	-0.07
Cc1cc(-c2nc3ccccc3c(=O)o2)ccc1[N+](=O)[O-]	0.0	0.99
Cc1cccnc1NC(=O)C1CCN(S(=O)(=O)c2c(C)noc2/C=C/c2ccco2)CC1	-1.2	0.24
COc1ccc(NC(=O)Nc2c(O)ccc3ccccc23)cc1	-1.0	0.51
Cc1ccc(N(CC(=O)NCc2ccccc2)S(=O)(=O)c2c(C)noc2C)cc1	-0.8	-0.29
CCOc1ccc(N(CC(=O)Nc2cc(Cl)ccc2C)S(C)(=O)=O)cc1	-1.0	-0.99
CN(C)C(=S)Nc1nc2ccccc2s1	nt	2.8
CN1CCN(c2nc3ccccc3nc2C(C#N)C(=O)OC2CCCCC2)CC1 (stereo not given)	-1.0	-0.77
Cc1cc(C(=O)COC(=O)c2ccc(Br)o2)c(C)n1Cc1ccco1	18	0.54
Cc1nn(CC(=O)c2ccccc2Cl)c(C)c1[N+](=O)[O-]	-2.3	-0.01
COc1ccc(S(=O)(=O)N2CCCCCC2)cc1N(C)S(=O)(=O)c1ccccc1	-2.6	-0.79
CCCCN(C(=O)CSc1n[nH]c(-c2ccc(C)cc2)n1)c1c(N)n(CCCC)c(=O)[nH]c1=O	-0.1	-0.26
COc1ccc(NC(=O)c2cccnc2N2CCCC2)cc1	-0.9	0.94
Cc1ccc(-n2c(N)c(Br)c(=O)[nH]c2=O)cc1C	-0.4	0.72
O=C(NC1CCCC1)C(c1cc2c(cc1[N+](=O)[O-])OCO2)N1CCCC1 (stereo not given)	-0.7	1.3
COc1ccc(N/C=C\C(=O)c2ccc(C)cc2)cc1OC	-1.2	0.17
CCN1C(=O)N(C)[C@@H](c2ccccc2)C(C(=O)OC)=C1C	-0.8	-1.1
CCOC(=O)[C@H]1[C@H]2COc3ccc(OC)cc3[C@@H]2N2C(=O)c3ccccc3NC(=O)[C@@]12C	2.4	nt
Cc1ccc(Oc2ccc(Cl)cc2NC(=O)c2ccc(F)cc2F)cc1	-0.1	0.61
COc1ccc2oc(=N)c(C(=O)Nc3ccc(Br)cc3)cc2c1	-1.0	1
Cc1cccc(OC(C)C(=O)N2CCCN(C)CC2)c1C (stereo not given)	0.2	0.24
Cc1cccc(-c2nsc(SCC(=O)Nc3ccc4c(c3)OCO4)n2)c1	-1.1	-0.32
CCC(=O)N1CCCN(S(=O)(=O)c2ccc(C)cc2)C1c1ccc(OC)cc1 (stereo not given)	0.0	-0.6
Cc1nn(-c2ccccc2)c2sc(C(=O)N3CCCCC3)cc12	-0.3	0.74
CCOc1ccccc1OCC(=O)Nc1nnc(COC)s1	0.5	-3.4
Cc1ccc(NS(=O)(=O)c2ccc(NC(=O)c3cccs3)cc2)cc1	-1.0	0.05
CC(C)[C@H](NC(=O)C1CCN(S(=O)(=O)c2ccccc2)CC1)C(=O)NCc1ccco1	-3.0	2.1
O=C(C[n+]1ccc(C(=O)NCCCO)cc1)c1cccc(Br)c1	-0.3	0.76
COc1ccc(CNC(=O)C2CCN(C(=O)N(C)C)CC2)c(OC)c1	-0.4	2.4
COC(=O)c1sc(NC(=O)COc2ccc(OC)cc2)nc1C	0.8	1.3

Some of the entries so far, with each value named:
Cc1cccc(OC(C)C(=O)N2CCCN(C)CC2)c1C (stereo not given)
- STK33 inh: 0.2
- Kir21 block: 0.24

Cc1cccc(-c2nsc(SCC(=O)Nc3ccc4c(c3)OCO4)n2)c1
- STK33 inh: -1.1
- Kir21 block: -0.32

Going on with the list:
SMILES	STK33 inh	Kir21 block
O=c1c2ccccc2c2c(O)nc(-c3ccccc3)n2n1Cc1ccccc1	-4.0	0.42
CCOc1ccccc1C(=O)NCC(=O)NNC(=O)c1cccs1	-1.3	nt
O=C(CSc1nccc(=O)[nH]1)Nc1ccc(Br)c(Cl)c1	0.4	0.44
CCn1c(C)nc2cc(C(=O)N/N=C/c3ccc(OC)c(O)c3)ccc21	-0.9	1.1
Cc1ccc2nc(NC(=O)CCn3c(=O)sc4ccccc43)sc2c1	-1.4	0.97
CCCCn1c(SCC(N)=O)nc2c(sc3ccccc32)c1=O	-0.7	2.1
CSc1ccc(Cn2nnc(C(=O)NCCc3ccc(Cl)cc3)c2N)cc1	-1.6	0.25
CC(C)COC(=O)/C(C#N)=C/c1c[nH]c2ccccc12	-0.1	0.07
O=C(CN1CCN(S(=O)(=O)c2ccc(F)cc2)CC1)Nc1cccc(C(F)(F)F)c1	-2.1	1.5
Cc1csc2c(N3CCN(C(=S)Nc4ccc(C(F)(F)F)cc4)CC3)ncnc12	-1.4	0.2
CC1CCN(C(=O)Cn2nnnc2CN2CCOCC2)CC1	nt	0.09
O=C(CN(C1CCCCC1)S(=O)(=O)c1ccc(Cl)cc1)N1CCOCC1	-0.7	-0.39
Cc1[nH]nc(Nc2ccc(O)cc2)c1[N+](=O)[O-]	2.5	-1.4
O=C(CNC(=O)c1ccccc1)N/N=C/c1cc(Br)ccc1O	0.4	-0.05
COc1ccc(-c2cc(C(F)(F)F)nc(NCc3cccnc3)n2)cc1	-0.5	-0.67
COc1cc2c(cc1OC)C(C)N(C(=O)c1cc3ccccc3o1)CC2 (stereo not given)	0.9	-1
C[C@@H]1CN([C@H](C)CO)C(=O)c2cc(NS(=O)(=O)c3cn(C)cn3)ccc2O[C@H]1CN(C)C(=O)Nc1ccccc1	-2.7	nt
CC(C)c1ccc(NC(=O)C2C3C=CC4(O3)C2C(=O)N(CCCN2CCOCC2)C4C(=O)NC2CCCCC2)cc1 (stereo not given)	-1.0	0.95
COc1ccc(N(C)S(=O)(=O)c2cccc3cccnc23)c(OC)c1	0.4	1.3
O=C(NCCCN1CCCC1=O)NC1CCCCC1	-0.6	-1.4
O=C(CCn1c(=O)[nH]c2ccsc2c1=O)NCc1ccc(F)cc1	-0.7	-1.3
C=C1[C@@H](C)C2[C@H](Cc3ccccc3)NC(=O)[C@]23OC(=O)CC[C@H](O)CCC[C@H](C)C/C=C/[C@H]3[C@@H]1O (stereo not given in full)	nt	-2.9
O=C(Nc1cccc(Cl)c1Cl)c1ccccc1NC(=O)C1CC=CCC1C(=O)O (stereo not given)	-0.3	1.6
CN(CC(=O)Nc1cccc(F)c1)C(=O)CN1C(=O)NC2(CCCCC2)C1=O	-0.1	-1.1
CC(C)Cn1c(N)c(C(=O)COC(=O)/C=C/c2cccs2)c(=O)n(C)c1=O	0.9	0.68
N/C(=N\OC(=O)CCc1ccccc1)c1ccc(Br)cc1	-0.9	0.05
O=C(NCc1ccco1)c1ccc(N2CCCC2=O)cc1	0.2	0.61
